Assay outcomes as filed in PubChem BioAssay.
MgcRacGAP inhibition = MgcRacGAP GTPase-activating activity inhibitors, confirmation, biochemical, ADP Hunter fluorescence; Rac GTPase-activating protein 1 (Homo sapiens); MgcRacGAP-stimulated Rac1 GTP hydrolysis, ADP Hunter fluorescence; higher % means a stronger effect; GST-tagged Rac1 F28L mutant substrate; inhibition, % at 30 µM, or IC50 in µM where a hit was titrated; hit rate 0.6% among 340,000; AID 624330, 2012;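 active means first-screen hits whose inhibition reached a set limit at any dose in the follow-up dose series; inconclusive means inhibition above the set first-screen limit but never retested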;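 further: fluorescence reports GDP produced by GAP-driven GTP hydrolysis; strong numbers were not always called active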
KOR beta-arrestin-1 = KOR agonists, beta-arrestin recruitment, primary screen, cell-based, luminescence, uHTS (AID 1777) | hit rate 0.02% among 280,000 | one-dose activation, % at 10 µM; EC50 in µM for titrated hits | KOR beta-arrestin recruitment, luminescence; higher % means a stronger effect; in the data active means activation above about 50%, passing the limit was not always enough; further: a part of the inactive calls stands beside numbers as strong as those of hits
KOR beta-arrestin-2 = KOR antagonists, beta-arrestin recruitment, cell-based, luminescence, uHTS (AID 1778). Kappa-type opioid receptor (Homo sapiens). KOR beta-arrestin recruitment, luminescence, antagonist mode; higher % means a stronger effect. one-dose inhibition, % at 10 µM; IC50 in µM for titrated hits. hit rate 0.091% among 290,000; in the data active means inhibition above about 50%; further: strong numbers were not always called active
K1F lysis inhibition = inhibition of K1F phage lysis, E. coli UTI89, bacterial capsule biogenesis inhibitors, alamar blue (AID 488966); E. coli UTI89 K1F phage lysis, alamar blue, 2 h; higher % means a stronger effect; hit rate 0.02% among 340,000; inhibition, % at 100 µM, or IC50 in µM where a hit was titrated;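 active means phage lysis inhibition, versus mean bacterial control, above a set limit; inconclusive means no clear call, values can overlap the other calls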;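 further: capsule biogenesis inhibitors block K1F phage lysis so surviving cells raise fluorescence; higher fluorescence means more inhibition of phage lysis; actives were called in the ten point dose series up to 300 µM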
GPR55 antagonists = GPR55 antagonists blocking LPI-driven arrestin recruitment, primary screen, imaging, U2OS, beta-arrestin-GFP, LPI agonist (AID 2013) | G-protein coupled receptor 55 (Homo sapiens) | U2OS GPR55 beta-arrestin-GFP translocation imaging, LPI antagonism; higher % means a stronger effect | inhibition, % at 10 µM; hits with a dose series show IC50 in µM | hit rate 0.13% among 290,000;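 active means spots per cell inhibited over 60%, with over 100 cells counted and total cytoplasm intensity under 500,000; inconclusive means wells with under 100 cells, flagged as likely toxic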;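 further: U2OS cells stably carrying GPR55 and arrestin-GFP stimulated by 5 µM LPI near EC80; imaged beta-arrestin-GFP aggregate spots per cell after agonist stimulation; plate controls were LPI-stimulated DMSO wells for no effect and DMSO wells without LPI for full effect; some results filed as inactive read as strong as hits; confirmed hits need IC50 under 10 µM and bright autofluorescent wells are also inconclusive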
GPR55 beta-arrestin = GPR55 agonists via beta-arrestin recruitment, primary screen, imaging, U2OS cells, beta-arrestin-GFP redistribution (AID 1961) | activation, % at 10 µM, or EC50 in µM where a hit was titrated | U2OS GPR55 beta-arrestin-GFP redistribution imaging; higher % means a stronger effect | hit rate 0.048% among 290,000 | G-protein coupled receptor 55 (Homo sapiens);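 active means activation above 40% with more than 50 cells counted in the well; inconclusive means wells holding fewer than 50 cells, flagged as toxic or sparse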;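 further: U2OS osteosarcoma cells stably expressing GPR55 and beta-arrestin-GFP; plate controls were DMSO negative control for no effect and LPI positive control for full effect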
NOD1 NF-kB reporter = NOD1 signaling inhibitors, primary screen, cell-based, luminescence, uHTS (AID 1578) | NOD1-driven NF-kB luciferase reporter cells, luminescence; higher % means a stronger effect | one-dose inhibition, % at 4 µM; EC50 in µM for titrated hits | hit rate 1% among 290,000; in the data active means inhibition mostly above about 36%, no sharp cut-off; inactive means mostly below about 34%;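 further: HEK-293T reporter cells stimulated with the NOD1 agonist gamma-tri-DAP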
GPR35 antagonists = GPR35 antagonists blocking zaprinast-driven arrestin recruitment, primary screen, imaging, U2OS, beta-arrestin-GFP, zaprinast agonist (AID 2058). hit rate 0.052% among 290,000. one-dose inhibition, % at 10 µM; IC50 in µM for titrated hits. G-protein coupled receptor 35 (Homo sapiens). U2OS GPR35 beta-arrestin-GFP translocation imaging, zaprinast antagonism; higher % means a stronger effect;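 active means inhibition of at least 50% with at least 30 cells and total cytoplasm GFP at most 10,000,000; inconclusive means under 30 cells or total GFP of 10,000,000 plus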
NTR1 ag = agonists of NTR1, primary screen, imaging, U2OS cells, beta-arrestin-GFP, high content (AID 493036) | Neurotensin receptor type 1 (Homo sapiens), P30989 | NTR1-U2OS beta-arrestin-GFP spot imaging, agonist mode | activation, % at 20 µM | hit rate 0.17% among 330,000;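 active means activation at or above 40% of the spot to cytoplasm intensity ratio, with at least 20 cells analyzed; inconclusive means wells under 20 cells, flagged as cytotoxic or low count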;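 further: 0% = DMSO without peptide and 100% = 100 nM NTR1 peptide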
Target sequence (P30989 whole entry, looked up): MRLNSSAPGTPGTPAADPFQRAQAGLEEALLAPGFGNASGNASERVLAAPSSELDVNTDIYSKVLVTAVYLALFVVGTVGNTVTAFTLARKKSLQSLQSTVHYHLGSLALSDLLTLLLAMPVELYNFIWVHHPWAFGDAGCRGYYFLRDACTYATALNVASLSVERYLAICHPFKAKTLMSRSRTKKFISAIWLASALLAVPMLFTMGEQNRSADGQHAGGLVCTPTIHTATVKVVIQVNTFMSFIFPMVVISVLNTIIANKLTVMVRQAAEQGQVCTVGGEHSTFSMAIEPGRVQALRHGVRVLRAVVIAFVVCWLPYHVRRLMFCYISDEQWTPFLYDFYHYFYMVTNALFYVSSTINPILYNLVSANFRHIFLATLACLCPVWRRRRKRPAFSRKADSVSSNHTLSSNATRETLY
NTR1 ag cell count 20 µM = also measured in NTR1 ag; calls as there; cell count; measured here: cell count, cytotoxicity flag
* = called active by the depositor; ? = inconclusive; . = no result given; [ ] = another dose, or the depositor's remark. Not all compounds are listed. The share of hits here may be higher or lower than overall.

Second line of a record – MgcRacGAP inhibition | KOR beta-arrestin-1 | KOR beta-arrestin-2 | K1F lysis inhibition | GPR55 antagonists | GPR55 beta-arrestin | NOD1 NF-kB reporter | GPR35 antagonists | NTR1 ag | NTR1 ag cell count 20 µM
1: Cc1ccc(S(=O)(=O)N2CCN(C(=O)C(C)Cn3nc(C)c(C)c3C)CC2)cc1 (stereo not given)
  6% | -2.2% | -14% | 0.3% | 11% | -0.2% | -2% | 6% | 1.3 | 50
2: COc1ccc(NC(=O)c2cnc(SC)n2-c2ccc(F)cc2)c(OC)c1
  8% | 8.5% | -63% | -0.2% | -4% | 0.2% | -12% | -2% | 1.0 | 44
3: ClC1(Cl)CC1CSc1nnc(-c2ccncc2)o1 (stereo not given)
  -8% | -1.2% | 10% | -2.0% | 1% | -0.1% | -7% | -6% | 0.1 | 60
4: CNC(=S)N/N=C/c1cn(Cc2ccc(F)cc2)c2ccccc12
  11% | 12% | -10% | 7.3% | 4% | 0.2% | -6% | -60% | 4.4 | 33
5: Cc1oc2c(O)c(O)ccc2c(=O)c1-c1ccc(Cl)cc1
  ? | 2.3% | -25%[20 µM] | 2.6% | -14% | -0.1% | 40% | 6% | 0.9 | 62
6: Cc1c(C)c2cc(Cl)c(O)c(CN3CCCCC3)c2oc1=O
  . | 6.7% | -4% | . | 15% | -0.1% | 6% | -9% | -1.1 | 88
7: CC1(C)Cc2nc3oc4c(NCc5ccccc5)ncnc4c3cc2CO1
  4% | -2.9% | 17% | 0.1% | -2% | -0.4% | -22% | 0% | 4.1 | 94
8: NNC(=O)CSc1ncc(-c2ccccc2)[nH]1
  3% | -3.9% | -19% | -0.3% | -3% | 0.1% | -16% | -12% | 2.8 | 38
9: CCc1cccc2c(C(=S)N3CCOCC3)c[nH]c12
  8% | -6.0% | 5%[20 µM] | 0.1% | 12% | -0.1% | -22% | -2% | 1.1 | 80
10: Cc1ccc(N(Cc2cc3ccc(C)cc3[nH]c2=O)C(=O)c2ccco2)cc1
  9% | 6.7% | 26% | 0.5%[50 µM] | -2% | 0.2% | -4% | -5% | 2.5 | 56
11: Cc1ccsc1C(=O)c1sccc1C
  9% | 3.6% | 10% | -0.1% | 11% | -0.2% | -34% | 7% | -2.2 | 75
12: CCC(=O)NCCc1nc2ccccc2n1CC
  1% | -2.8% | -7% | -0.3% | 3% | -0.3% | -9% | 8% | 0.4 | 67
13: O=C(Cn1cnc2ccccc21)c1ccc(Br)cc1
  6% | 0.7% | 18%[20 µM] | 0.3% | -4% | 0.6% | -9% | 23% | 0.8 | 53
14: O=C1CC(N2CCOCC2)C(=O)N1CCc1ccccc1 (stereo not given)
  9% | 0.8% | 8% | 0.8% | 7% | -0.1% | -2% | 6% | -0.2 | 51
15: Cc1ccccc1C(=O)N/N=C/c1ccc([N+](=O)[O-])s1
  2% | 94% | -4% | -0.1% | 5% | -0.1% | 11% | 13% | -1.6 | 44
16: COCc1ccc(C(=O)N2CCC(CCC(=O)Nc3cccc(C)c3)CC2)s1
  5% | 0.5% | 18% | 1.8%[50 µM] | 6% | 0.0% | -32% | -8% | 1.0 | 72
17: O=[N+]([O-])c1cccc(/C=N/NC2CCS(=O)(=O)C2)c1 (stereo not given)
  7% | -1.2% | -8% | 0.2% | 2% | -0.1% | 5% | -6% | -0.4 | 61
18: O=C(Nc1cccnc1)c1cc2c(ccc3ccccc32)o1
  6% | 8.6% | -55% | 0.8% | -10% | -0.1% | -37% | -3% | -4.0 | 107
19: COc1cccc(/C=N\NC(=O)C2C(=O)NCC2c2ccccc2)c1O (stereo not given)
  -6% | 3.4% | -10% | 0.2% | 5% | 0.2% | 27% | -11% | 2.1 | 57
20: COc1ccc(C(=O)NC(=S)NNC(=O)c2ccco2)cc1
  6% | -1.1% | 0% | 0.0% | 3% | 0.3% | -10% | 25% | -0.9 | 60

Pulled by structure from the entries so far, 5 records:
Second line of a record – MgcRacGAP inhibition | KOR beta-arrestin-1 | KOR beta-arrestin-2 | K1F lysis inhibition | GPR55 antagonists | GPR55 beta-arrestin | NOD1 NF-kB reporter | GPR35 antagonists | NTR1 ag | NTR1 ag cell count 20 µM
12: CCC(=O)NCCc1nc2ccccc2n1CC
  1% | -2.8% | -7% | -0.3% | 3% | -0.3% | -9% | 8% | 0.4 | 67
3: ClC1(Cl)CC1CSc1nnc(-c2ccncc2)o1 (stereo not given)
  -8% | -1.2% | 10% | -2.0% | 1% | -0.1% | -7% | -6% | 0.1 | 60
7: CC1(C)Cc2nc3oc4c(NCc5ccccc5)ncnc4c3cc2CO1
  4% | -2.9% | 17% | 0.1% | -2% | -0.4% | -22% | 0% | 4.1 | 94
1: Cc1ccc(S(=O)(=O)N2CCN(C(=O)C(C)Cn3nc(C)c(C)c3C)CC2)cc1 (stereo not given)
  6% | -2.2% | -14% | 0.3% | 11% | -0.2% | -2% | 6% | 1.3 | 50
16: COCc1ccc(C(=O)N2CCC(CCC(=O)Nc3cccc(C)c3)CC2)s1
  5% | 0.5% | 18% | 1.8%[50 µM] | 6% | 0.0% | -32% | -8% | 1.0 | 72

Other structures
Second line of a record – MgcRacGAP inhibition | KOR beta-arrestin-1 | KOR beta-arrestin-2 | K1F lysis inhibition | GPR55 antagonists | GPR55 beta-arrestin | NOD1 NF-kB reporter | GPR35 antagonists | NTR1 ag | NTR1 ag cell count 20 µM
21: Cc1nn(C)cc1S(=O)(=O)Nc1ccc2c(c1)OCCO2
  1% | -2.0% | 6%[20 µM] | -0.1% | 6% | 0.6% | -26% | -13% | 2.3 | 27
22: C=CCN(CC=C)CCOc1cccc2ccccc12
  22% | 1.0% | -18% | 0.0% | -5% | 0.3% | -6% | -17% | -0.9 | 53
23: Cc1cccc(NC(=S)NC2CC3CCCC(C2)N3Cc2ccccc2)c1C (stereo not given)
  9% | 1.3% | 48%[20 µM] | 1.2% | 6% | 0.5% | -10% | 20% | 1.1 | 43
24: COC(=O)CSc1ccnc2cc(Cl)ccc12
  7% | 2.3% | 44% | 0.1% | -9% | 1.0% | 1% | -2% | -0.3 | 51
25: COc1cccc2cc(C(=O)C3=C(O)C(=O)N(CCN4CCOCC4)C3c3cccc(Cl)c3)oc12 (stereo not given)
  1% | 0.9% | -6% | -0.8%[50 µM] | 6% | 0.1% | -13% | 5% | 0.1 | 62
26: O=C(NC1CCCCCC1)C1CC(=O)N(Cc2ccccc2)C1 (stereo not given)
  3% | -2.8% | 6% | 0.3% | 6% | 0.2% | 8% | 10% | -1.4 | 81
27: CC1CCN(C(=O)c2ccc([N+](=O)[O-])o2)CC1
  -1% | -2.1% | 25% | -0.4% | 6% | -0.1% | -11% | -6% | -0.6 | 56
28: CCOC(=O)C1=C(N)n2c(s/c(=C\c3cccnc3)c2=O)=C(C(=O)OCC)C1c1cccnc1 (stereo not given)
  . | 1.5% | -13% | . | -3% | 0.3% | -42% | 6% | . | .
29: CCOC(=O)c1ccc(Oc2ccc(C(F)(F)F)cn2)cc1
  9% | 3.7% | -28% | -0.1% | -3% | 0.7% | -36% | 6% | 0.0 | 63
30: Cc1ccc(Cn2c(SCC(=O)NCC3CCCO3)nc3ccsc3c2=O)cc1 (stereo not given)
  0% | 12% | -12% | -0.3% | 12% | 0.4% | -2% | 13% | -0.8 | 62
31: CC1CCCCN1S(=O)(=O)c1ccc(N(C(=O)c2cnccn2)C(C(=O)NC2CCCC2)c2cccs2)cc1 (stereo not given)
  10% | 10% | 35% | 0.9% | 18% | -0.2% | -24% | 6% | -0.5 | 40
32: N/C(=N\S(=O)(=O)c1cc(C(F)(F)F)cc(C(F)(F)F)c1)c1ccncc1
  8% | 0.8% | -18% | 0.3% | 14% | 0.2% | -19% | 10% | 0.2 | 58
33: O=C(CCS(=O)(=O)c1ccc(Cl)cc1)Nc1ccc(N2CCOCC2)cc1
  13% | -0.4% | 11% | 0.3% | 7% | -0.1% | 1% | -6% | 1.5 | 57
34: Cc1cc(N=CC2=C(O)CCCC2=O)no1
  9% | -2.3% | 8% | 1.3% | -4% | -0.2% | -3% | 5% | 0.8 | 43
35: CC1CCN(S(=O)(=O)c2ccc3c(c2)c(=O)c(C(=O)N2CCOCC2)cn3C)CC1
  5% | -0.9% | -6% | 0.1% | 5% | 0.2% | -13% | -1% | 1.6 | 80
36: COc1cccc(CNC(=O)c2cccc(S(=O)(=O)N3CCN(C)CC3)c2)c1
  -7% | 2.2% | -6% | -0.2% | 4% | 0.0% | -20% | -10% | 0.7 | 57
37: Fc1ccc(C2=NNC(=NCc3ccccc3)SC2)cc1F
  6% | 0.6% | -12% | 0.3% | 1% | -0.6% | -46% | 3% | . | .
38: CC1CCN(c2ccc([N+](=O)[O-])cc2C(N)=O)CC1
  4% | -10% | 11%[20 µM] | -1.9% | -4% | -0.1% | -14% | -10% | 0.0 | 46
39: CCS(=O)(=O)c1ccc2c(c1)N(S(C)(=O)=O)CC(C(=O)NC1CC1)O2 (stereo not given)
  0% | -0.5% | 16% | 1.0% | 18% | -0.1% | 2% | -6% | 1.1 | 72
40: CC(C)c1ccc(NC(=O)CCNS(=O)(=O)c2cccc3nsnc23)cc1
  5% | 2.1% | -30% | 0.4% | -12% | 0.0% | -7% | -7% | -0.1 | 52
41: COc1ccc(N(Cc2cc3ccc(C)cc3[nH]c2=O)S(=O)(=O)c2ccccc2)cc1
  9% | -0.4% | -24%[20 µM] | -0.5% | 5% | -0.1% | -6% | 0% | -1.9 | 59
42: C=CCn1nnnc1SCC(=O)Nc1cccc(OC)c1
  1% | 5.4% | -4% | 0.7% | 2% | -0.1% | -2% | 8% | -0.1 | 65
43: CCC(CC)NC(=O)CSc1nnc(-c2ccc(OC)cc2)n1C(C)C
  7% | 1.5% | 15% | 4.6% | -4% | -0.2% | -20% | 8% | 4.9 | 58
44: Cc1ccc(-c2cc(C(=O)NC3=NCCS3)c3ccccc3n2)cc1C
  13% | -4.0% | -10% | 7.5% | 23% | -0.2% | -18% | -12% | . | .
